# From PubChem BioAssay
# EPAC1 antagonist: blocks human EPAC1 exchange factor; O95398; EPAC1 GEF assay, Rap1b-BODIPY-GDP exchange fluorescence; Potency, µM (titrated, usually from 115 µM), for the others: top-dose activity change, negative = inhibition, actives largely listed as inhibitors; hit rate 0.14% among 360,000;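 further: plate controls were vehicle for no effect and positive control for full effect; nearly all actives have a fitted effect of over 50% in size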
# Target sequence (O95398 whole entry, looked up): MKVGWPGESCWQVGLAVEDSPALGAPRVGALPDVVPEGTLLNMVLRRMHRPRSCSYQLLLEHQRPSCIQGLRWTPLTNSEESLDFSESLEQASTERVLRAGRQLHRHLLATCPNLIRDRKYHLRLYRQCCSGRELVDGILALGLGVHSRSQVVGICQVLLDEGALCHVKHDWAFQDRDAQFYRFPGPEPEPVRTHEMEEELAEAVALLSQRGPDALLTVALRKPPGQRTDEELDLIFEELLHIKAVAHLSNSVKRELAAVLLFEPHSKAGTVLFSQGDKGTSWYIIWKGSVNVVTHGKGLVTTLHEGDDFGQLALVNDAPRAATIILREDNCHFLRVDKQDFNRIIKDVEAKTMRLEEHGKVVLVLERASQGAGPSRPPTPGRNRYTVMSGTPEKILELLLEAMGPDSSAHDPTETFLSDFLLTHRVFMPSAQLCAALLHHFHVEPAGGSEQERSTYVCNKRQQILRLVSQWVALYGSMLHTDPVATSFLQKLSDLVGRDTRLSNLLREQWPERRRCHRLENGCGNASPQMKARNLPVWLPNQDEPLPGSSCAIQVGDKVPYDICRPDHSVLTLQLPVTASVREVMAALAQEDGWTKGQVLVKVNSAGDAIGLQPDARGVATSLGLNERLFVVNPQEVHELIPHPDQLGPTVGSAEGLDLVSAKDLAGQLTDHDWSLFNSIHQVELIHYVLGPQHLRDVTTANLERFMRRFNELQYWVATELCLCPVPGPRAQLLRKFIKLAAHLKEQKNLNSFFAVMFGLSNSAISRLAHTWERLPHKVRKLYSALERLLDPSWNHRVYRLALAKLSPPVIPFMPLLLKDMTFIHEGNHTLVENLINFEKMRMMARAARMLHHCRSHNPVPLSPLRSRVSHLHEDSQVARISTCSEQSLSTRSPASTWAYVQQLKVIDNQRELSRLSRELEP
# FUS yeast rescue: FUS proteinopathy suppression in yeast. Potency, µM (top dose mostly 76.6 µM), inactives show top-dose growth rescue (activation), actives largely listed as activators. hit rate 0.24% among 390,000. AID 1347120. S. cerevisiae FUS-expressing, growth rescue, OD600, 24 h;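 further: plate controls were DMSO vehicle for no effect and reference control for full effect; nearly all actives have a fitted effect of over 55% in size; some results filed as inactive show a strong effect at the top dose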
#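 Yeast expressing FUS under galactose induction, OD 0.005 in 2% galactose medium; compounds in a dilution series, 24 h at 30C. Growth rescue by absorbance at 600 nm; CP55940 positive control, DMSO negative.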
# aSyn yeast inh: alpha-synuclein toxicity inhibition in yeast; Yeast expressing alpha-synuclein, growth rescue, BacTiter-Glo, 24 h; Potency, µM (titrated, usually from 46.1 µM), for the others: at the top dose growth rescue (activation), most hits filed as activators; hit rate 0.14% among 370,000; further: % of control where 0% means no effect; nearly all actives have a fitted effect of over 65% in size
#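 Screening used galactose-induced yeast with toxic alpha-synuclein levels, exposed to compound for 24 hr at 30 deg C. Cell growth, read with BacTiter-Glo luminescence, gave the measured signal.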
# EPAC2 antag: EPAC2 (human) antagonism | AID 720708 | hit rate 0.18% among 360,000 | Q8WZA2 | Potency, µM (series often up to 114 µM), without a hit: at the highest dose activity, negative = inhibition, usual class: inhibitors | EPAC2 GEF exchange of Rap1B-BODIPY-GDP, fluorescence; further: on the % scale 0 is the no-effect control and ±100 the full control effect; nearly all actives have a fitted effect of over 45% in size; many of its hits are not listed in these tables
# PTHR1 ag: agonists of human PTHR1 parathyroid hormone receptor. Q03431. HEK293 GP2 PTHR1 cells, GloSensor cAMP luminescence, 1 h. Potency, µM (series often up to 115 µM), for the others: at the top dose activation, actives largely listed as activators. hit rate 0.075% among 410,000. AID 743266; further: nearly all actives have a fitted effect of over 55% in size; some results filed as inactive show a strong effect at the top dose; inactives centre near -15; many of its hits are not listed in these tables
#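 HEK-293-derived GP2 cells expressing PTHR1 and a GloSensor cAMP reporter, 3,000/well, plated overnight, given luciferin plus IBMX (each 0.5 mM as added) for 1 h at 37 °C, then compound for 1 h at 37 °C. Luminescence was read after 15 min at room temperature.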
# EPAC1 ag: activates human EPAC1 exchange factor; EPAC1 agonist qHTS, biochemical assay; response scale: 100% = response to 6.5 mM cAMP; Potency, µM (highest dose often 154 µM), for inactives: at the highest dose activation, actives largely listed as activators; hit rate 0.073% among 360,000; AID 720707; further: nearly all actives have a fitted effect of over 60% in size
#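 Read-out is the fluorescence drop as BODIPY-GDP leaves Rap1B (480 nm excitation, 540 nm emission), recorded every 5 minutes over 30 minutes. Reactions held 100 nM EPAC1, 250 nM Rap1B–BODIPY-GDP and 50 uM GDP, with 6.5 mM cAMP setting full activation.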
# TDP-43 yeast inh: inhibitors of TDP-43 toxicity in yeast. hit rate 1.8% among 410,000. AID 652104. TDP-43 expressing yeast growth rescue, BacTiter-Glo, 24 h. Potency, µM (titrated, usually from 46.1 µM), inactives show at the top dose growth rescue (activation), hits mostly activators; further: % of control where 0% means no effect; nearly all actives have a fitted effect of over 50% in size
#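 Galactose-induced TDP-43 yeast, OD600=0.02, compound pinned; 24 hr, 30 deg C; BacTiter-Glo luminescence for growth. Inhibitors of TDP-43 toxicity read as activators.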
# EPAC2 agonist: activates human EPAC2 exchange factor. AID 720711. EPAC2 activation, biochemical qHTS; response scale: 100% = 6.5 mM cAMP response. Q8WZA2. Potency, µM (top dose mostly 154 µM), without a hit: top-dose activation, hits mostly activators. hit rate 0.079% among 360,000; further: nearly all actives have a fitted effect of over 50% in size
#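 Readout is BODIPY fluorescence (480 nm excitation, 540 nm emission), which falls as labeled GDP is exchanged off Rap1B. EPAC2 at 100 nM acted on 250 nM RAP1B-BODIPY-GDP with 50 uM GDP present.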
# * hit, by the source's call; i = inactive; ? = inconclusive; nt = no result given; & = joins results of further samples; [ ] = remark or other dose. The call rests on the fitted dose curve; in most records, active means well fitted curve in the direction sought with a large enough effect; inconclusive means small, poorly fitted or top-dose-only effect, or another doubt; inactive means no such curve, though single readings can be large; an effect the other way counts as inactive or inconclusive. Potency means the concentration at half of the fitted maximal effect. These rows are one share of the data; count on the stated rates, not on these rows.
SMILES,EPAC1 antagonist,FUS yeast rescue,aSyn yeast inh,EPAC2 antag,PTHR1 ag,EPAC1 ag,TDP-43 yeast inh,EPAC2 agonist
O=C(Cc1cccs1)NCc1ccccc1F,4%,14%,-2%,0%,-13%[57.5 µM],2%,4%,1%
CCCCn1nc2cc(C(=O)NCc3ccc(OC)cc3)ccc2c1OCC,-6%,11%,-1%,-4%,-20%,-5%,?,6%
CN(c1ccccc1)S(=O)(=O)c1nnc(NC(=O)COc2ccccc2)s1,8%,26%&4%,-5%&-9%,0%,-21%&-14%,-7%,?,-4%
CC(=O)c1ccc(NC(=O)Nc2cccnc2)cc1,-17%,8%,2%,-9%,i,7%,-5%,5%
O=C(Nc1cccnc1Cl)c1cccnc1Cl,9%,12%,-5%,9%,i,7%,2%,1%
Cn1nc([N+](=O)[O-])nc1N1CCN(c2ccc(F)cc2)CC1,0%,0%,14%,3%,-8%[57.5 µM],-5%,-17%,2%
CCOc1ccc(NC(=O)C2CCCN(S(=O)(=O)c3ccc4[nH]c(=O)ccc4c3)C2)cc1 (stereo not drawn),-4%,12%&-19%,-2%,13%,i,6%,11%&20%,-6%
COCCn1c(=S)[nH]c2cc(C(=O)N(CCO)Cc3ccccc3)ccc2c1=O,1%,0%,6%,1%,i,-7%,4%,0%
COc1ccc(C2(c3ccc(OC)cc3)NC(=O)N(CC(=O)N3CCOCC3)C2=O)cc1,-7%,15%,-1%,1%,-14%,4%,-2%,5%
COc1ccc(NC(=O)Nc2cccc3c2O[C@H](CN(C)C(=O)Nc2ccccc2)[C@@H](C)CN([C@H](C)CO)C3=O)cc1,-9%,22%,-2%,9%,-12%,-3%,3%,-1%
Cc1cc(C(=O)CN2C(=O)NC(CC(C)C)C2=O)c(C)n1C1CC1 (stereo not drawn),-18%,8%,-4%,-4%,i,7%,-46%[inhibitor],7%
COc1ccc2c(c1)c(C(O)CN1CCN(Cc3ccc4c(c3)OCO4)CC1)c(C)n2C (stereo not drawn),2%,32%,14%,-3%,-13%[57.5 µM],15%,-12%,-9%
CC1(C)OC(=O)C2=C(C[C@@H](C3CCCC3)O[C@H]2CCc2cccc(Cl)c2)O1,7%,12%,12%,-6%,i,-1%,23%,11%
CC(=O)c1sc(NC(=O)C2CC(=O)N(Cc3ccccc3)C2)nc1-c1ccccc1 (stereo not drawn),?,?,1%,-6%,-24%,7%,5%,2%
COc1ccc(S(=O)(=O)N2CCC(C(=O)NCCc3ccccc3)CC2)cc1,0%,-14%,1%,4%,13%,7%,4%,1%
Cc1nc(C)c(NC(=O)N2CCc3ccccc32)cc1NC(=O)N1CCc2ccccc21,1%,9%,-5%,15%,-12%,4%,6%,-17%
COc1c2c(nc3occc13)C(CC=C(C)C)(OC)C(OC(C)=O)CC2 (stereo not drawn),0%,5%,3%,0%,i,0%,-3%,-3%
Clc1cccc(Cl)c1Cn1ccc(C2CC2)n1,-16%,-7%,12%,?,-4%,4%,16%,2%
COc1cccc(COC(=O)C(Cc2ccccc2)NC(=O)c2ccco2)c1 (stereo not drawn),6%,19%,-9%,-15%,i,6%,-6%,12%
Cc1cccc(-c2cc3nc4c(c(N5CCOCC5)n3n2)CCCC4)c1,-4%,10%,-22%,-10%,i,21%,?,18%
O=C1c2ccccc2-c2cccc(C(=O)N3CCN(C(=O)c4ccccc4)CC3)c21,-16%,-3%,5%,2%,-29%,-4%,4%,-2%
Cc1cc(C)nc(-n2ncc3c2CCCC3=O)n1,-5%,-26%,4%,3%[57.1 µM],i,7%,3%,12%
COc1ccc(CNC(=O)Cc2csc(NC(=O)Nc3ccccc3OC)n2)cc1,-27%,25%,-4%,-12%,-12%,4%,6%,16%
C[C@H](NC(=O)c1ccco1)C(=O)OCC(=O)N1CC(=O)Nc2ccccc21,1%,6%,0%,7%,-5%,2%,-9%,5%
CN(Cc1cnc2nc(N)nc(N)c2n1)c1ccc(C(=O)NC(CCC(=O)O)C(=O)O)cc1 (stereo not drawn),2%,nt,2%,-1%,-37%[inhibitor],5%,16µM*,6%

# The list goes on:
SMILES,EPAC1 antagonist,FUS yeast rescue,aSyn yeast inh,EPAC2 antag,PTHR1 ag,EPAC1 ag,TDP-43 yeast inh,EPAC2 agonist
O=C1O/C(=C/c2ccccc2)N=C1c1ccccc1,?,19%,22%,-11%,-17%,13%,22%,8%
CC1=NN(C(=O)c2cccc(Cn3nc(C)c([N+](=O)[O-])c3C)c2)C(O)(C(F)(F)F)C1 (stereo not drawn),-9%,29%,12%,0%,i,4%,-2%,-1%
Cc1ccccc1NC(=O)COC(=O)COc1ccc2c(c1)CCC2,-7%,2%,-2%,5%,0%,2%,-7%,-9%
O=C(Cc1ccccc1)N1CCN(S(=O)(=O)c2ccc([N+](=O)[O-])cc2)CC1,0%,11%,-5%,-3%,-4%,-4%,-20%[0.397 µM],6%
O=C(O)CSc1ncnc2c1oc1ccccc12,-17%,14%,0%,-10%,i,-10%,-14%,6%
NS(=O)(=O)c1ccc(CCNC(=O)C2CCCN2C(=O)c2cccs2)cc1 (stereo not drawn),1%,2%,-3%,5%,-22%,-6%,22%,4%
COc1cc(C(=O)Nc2c(C(=O)N3CCOCC3)oc3ccccc23)cc(OC)c1OC,-22%,38%,-10%,-6%,i,3%,11%,9%
CCOC(=O)N1CCN(C(=O)c2ccc(Cl)c(S(=O)(=O)N3CCOCC3)c2)CC1,-4%,6%,5%,-1%,i,0%,8%,-4%
O=C(Nn1cc(C(=O)Nc2ccccc2F)c2ccccc2c1=O)c1cnccn1,24%,11%,-18%,6%,i,2%,-7%,9%
Cc1cc(NC(=O)C2C3C(=O)N(Cc4ccc(Cl)cc4)C(C(=O)NC4CCCCC4)C34C=CC2(C)O4)no1 (stereo not drawn),-22%,nt,-5%,-2%,i,-2%,8%,-3%
COc1ccc(C(C)NC(=O)c2ccc([N+](=O)[O-])cc2)cc1OC (stereo not drawn),3%,nt,-6%,12%,-2%,6%,9%,1%
CN(C)c1ccc(CN(Cc2ccco2)C(=O)c2ccco2)cc1,20%,-1%,-8%,?,-8%,3%,11%,2%
COCCN(CCOC)Cc1cc(=O)oc2cc(OC)ccc12,0%,-23%,?,-15%,-17%,2%,32%,2%
CCn1c2ccccc2c2cc(NC(=O)c3cc(OC)c(OC)c(OC)c3)ccc21,-14%,nt,-3%,13%,i,13%,?,0%
CCCCc1cc(=O)oc2cc(C)cc(OCC(=O)Nc3cccnc3)c12,-16%,-1%,5%,1%,-24%,-7%,5%,1%
COc1ccc(CCNC(=O)c2n[nH]c3ccccc23)cc1,-7%,17%,-2%,-7%,-23%,-1%,25%,-1%
CCC(CC)NC(=O)c1ccccc1Oc1ccccc1,6%,-12%,-6%,?,i,-3%,-12%,-12%
O=C(N/N=C/c1cccc([N+](=O)[O-])c1)C1CC(=O)N(c2ccc(F)cc2)C1 (stereo not drawn),-2%,nt,0%,-20%,i,9%,22%,-4%
COC(=O)c1ccccc1NC(=S)NC(=O)C1CCCCC1,2%,8%,-5%,-7%,-22%,8%,?,14%
CCN(CC)S(=O)(=O)c1cccc(C(=O)N/N=C/c2ccc(O)c(O)c2O)c1,?,38%,-7%,-3%,i,9%,4%,-15%

# Profiles from above. Order of screens: EPAC1 antagonist | FUS yeast rescue | aSyn yeast inh | EPAC2 antag | PTHR1 ag | EPAC1 ag | TDP-43 yeast inh | EPAC2 agonist
# O=C(O)CSc1ncnc2c1oc1ccccc12 as listed: -17% | 14% | 0% | -10% | i | -10% | -14% | 6%
# COc1ccc(CCNC(=O)c2n[nH]c3ccccc23)cc1 as listed: -7% | 17% | -2% | -7% | -23% | -1% | 25% | -1%

# Grouped by structure, the entries above with a halogen.
SMILES,EPAC1 antagonist,FUS yeast rescue,aSyn yeast inh,EPAC2 antag,PTHR1 ag,EPAC1 ag,TDP-43 yeast inh,EPAC2 agonist
O=C(Cc1cccs1)NCc1ccccc1F,4%,14%,-2%,0%,-13%[57.5 µM],2%,4%,1%
O=C(Nc1cccnc1Cl)c1cccnc1Cl,9%,12%,-5%,9%,i,7%,2%,1%
Cn1nc([N+](=O)[O-])nc1N1CCN(c2ccc(F)cc2)CC1,0%,0%,14%,3%,-8%[57.5 µM],-5%,-17%,2%
CC1(C)OC(=O)C2=C(C[C@@H](C3CCCC3)O[C@H]2CCc2cccc(Cl)c2)O1,7%,12%,12%,-6%,i,-1%,23%,11%
Clc1cccc(Cl)c1Cn1ccc(C2CC2)n1,-16%,-7%,12%,?,-4%,4%,16%,2%
CC1=NN(C(=O)c2cccc(Cn3nc(C)c([N+](=O)[O-])c3C)c2)C(O)(C(F)(F)F)C1 (stereo not drawn),-9%,29%,12%,0%,i,4%,-2%,-1%
CCOC(=O)N1CCN(C(=O)c2ccc(Cl)c(S(=O)(=O)N3CCOCC3)c2)CC1,-4%,6%,5%,-1%,i,0%,8%,-4%
O=C(Nn1cc(C(=O)Nc2ccccc2F)c2ccccc2c1=O)c1cnccn1,24%,11%,-18%,6%,i,2%,-7%,9%
Cc1cc(NC(=O)C2C3C(=O)N(Cc4ccc(Cl)cc4)C(C(=O)NC4CCCCC4)C34C=CC2(C)O4)no1 (stereo not drawn),-22%,nt,-5%,-2%,i,-2%,8%,-3%
O=C(N/N=C/c1cccc([N+](=O)[O-])c1)C1CC(=O)N(c2ccc(F)cc2)C1 (stereo not drawn),-2%,nt,0%,-20%,i,9%,22%,-4%
